# EWS-Fli block: EWS/Fli transcriptional activity inhibition; A673 NR0B1-luciferase reporter, viability-normalised; inhibition, % at 12.6 µM; 350,000 compounds, 0.67% hits;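 active means mean inhibition of at least 50% after viability correction, with every replicate also passing that limit; inconclusive means mean reaches 50% but only one of two replicates passes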;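 further: firefly luciferase signal divided by Alamar Blue viability fluorescence both relative to DMSO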
# XiGFP reactiv: X-chromosome reactivation activator | XiGFP mouse fibroblasts, % GFP-positive cells imaging, 3 d; cells co-treated with 5-aza-dC sensitizer; scaled so ellipticine positive control = 100% | activation, % at 7.58 µM | 360,000 compounds, 0.055% hits;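 active means mean normalized replicate activation at least 10% and every replicate at or above 10%; inconclusive means only one of the two criteria met; inactive means mean below 10% and not all replicates reach 10%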;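 further: 0% = median of on-plate neutral control wells and 100% = ellipticine 6 µM median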
#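 assay system = SV40-immortalized XiGFP fibroblast cells, line 68-5-11 | buffer or medium = DMEM plus 5-aza-dC sensitizer | doses = single-point pinned compound dosing | times = 3-day compound exposure, then 15 min fixation at room temperature | benchmarks = positive control ellipticine, 6 µM final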
# CFTR F508del cor: correctors of CFTR F508del function in bronchial epithelial cells | activity (quench increase), % at 7.58 µM | 350,000 compounds, 0.36% hits | AID 720511 | CFBE cells, YFP halide quenching; stimulated with forskolin plus potentiator P3; % fluorescence drop versus neutral controls;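 active means mean added fluorescence quench of at least 8% versus neutral control, with both replicates also reaching 8%; inconclusive means only one of the mean or replicate conditions met; inactive means mean below 8% and not both replicates reaching 8%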;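 further: cells transiently co-express mutant CFTR-F508del with the halide-sensitive YFP; corrector assay measuring rescue of mutant channel to the surface after 24 h compound exposure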
# PAX8 reporter: lowers PAX8-driven luciferase in RMG-I cells. RMG-I TPO-luciferase reporter, SteadyGlo, 24 h. inhibition, % at 12.6 µM. 360,000 compounds, 1.2% hits;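 active means mean replicate inhibition at least 60% with every replicate also reaching 60%; inconclusive means only one of the two criteria is met; inactive means mean below 60% and not all replicates reaching 60%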;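 further: luciferase light reporting Pax8 driven TPO promoter activity; plate controls were median of neutral control wells for no effect and mitoxantrone controls for full effect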
# DENV2 CPE: DENV2-induced cell death inhibition. DENV2-infected cells, cytopathic effect rescue, plate reader. CPE inhibition, % at 9.99 µM. 350,000 compounds, 1.7% hits. AID 651640; in the data active means CPE inhibition above about 20%, passing the limit was not always enough; inconclusive means no clear call, values can overlap the other calls; tested in BHK-21 cells;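 further: 0% = median of neutral control wells and 100% = median of positive control wells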
# GSIS activator: GLuc luminescence reporter in INS-1E cells, primary screen for activators of glucose-dependent secretion of insulin; INS-1E GLuc reporter insulin secretion, 2-3 h; 370,000 compounds, 0.61% hits; activation, % at 16.6 µM;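 active means lowest replicate activation of at least 40%, so every replicate reaches that level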;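 further: 0% = median of neutral control wells and 100% = median of IBMX positive control wells; some compounds called inactive have numbers as strong as hits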
# ERp5 block: blocks human ERp5 reductase activity on insulin; ERp5 insulin aggregation, absorbance 650 nm, 90 min; inhibition, % at 9.99 µM; 350,000 compounds, 0.05% hits; AID 651711;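 active means mean replicate inhibition above about 25%, with every replicate also reaching it, limit read from the data, passing the limit was not always enough; inconclusive means only one of those two criteria met; inactive means neither criterion met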
# Target sequence (Q15084 whole entry, looked up): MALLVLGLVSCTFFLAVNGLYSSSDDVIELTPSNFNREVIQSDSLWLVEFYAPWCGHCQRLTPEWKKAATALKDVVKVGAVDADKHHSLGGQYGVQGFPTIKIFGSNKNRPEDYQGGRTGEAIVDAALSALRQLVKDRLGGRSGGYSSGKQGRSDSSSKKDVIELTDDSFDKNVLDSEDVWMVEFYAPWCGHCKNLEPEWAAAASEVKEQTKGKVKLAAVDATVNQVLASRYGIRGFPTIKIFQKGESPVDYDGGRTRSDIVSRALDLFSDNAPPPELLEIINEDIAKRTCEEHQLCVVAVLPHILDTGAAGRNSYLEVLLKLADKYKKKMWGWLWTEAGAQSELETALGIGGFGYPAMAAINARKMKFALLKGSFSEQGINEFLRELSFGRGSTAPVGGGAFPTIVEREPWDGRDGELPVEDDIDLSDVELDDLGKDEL
# ARNT TACC3 PPI: disrupts binding between human ARNT and TACC3; inhibition, % at 9.99 µM; Q9Y6A5; 390,000 compounds, 0.66% hits; AlphaScreen His-ARNT PAS-B/GST-TACC3 binding, luminescence; TACC3 fragment carries E629A point mutation;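 active means mean inhibition of replicates at least 50% and at least half of replicates each reaching 50%; inconclusive means half or more replicates reach 50% but mean below 50%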;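 further: 0% = complete ARNT plus TACC3 wells and 100% = ARNT alone without TACC3; many hits fall short of the cut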
# The depositor's hits bear a star; u = inconclusive; x = not tested or not shown.
SMILES,EWS-Fli block,XiGFP reactiv,CFTR F508del cor,PAX8 reporter,DENV2 CPE,GSIS activator,ERp5 block,ARNT TACC3 PPI
Cc1onc(-c2ccccc2)c1C(=O)N/N=C/c1c(F)cccc1Cl,3,0.1,-2.1,-16,79*,-11,2,-11
CCc1ccccc1N(CC(=O)NC(C)(C)C)C(=O)CCC(=O)Nc1ccccn1,-12,0.0,-3.7,7,1,0,-1,-2
CC(C)CC(=O)Nc1nnc(S(=O)(=O)N2c3ccccc3CC2C)s1 (stereo not drawn),8,-0.1,1.8,12,-5,-4,-9,-22
Cc1ccc(C)c(NC(=S)N(C2CCCCC2)C(C)c2cccnc2)c1 (stereo not drawn),1,-0.1,0.2,-12,-1,x,1,4
CN(C)c1ccc(-c2csc(C(O)c3ccccc3)n2)cc1 (stereo not drawn),-95,0.0,1.6,-256,-11,-21,5,x
Cc1ccc(S(=O)(=O)N[C@H]2C=C[C@@H](CC(=O)NCc3ccc(Cl)c(Cl)c3)O[C@H]2CO)cc1,7,0.8,0.8,19,-7,-12,-2,x
CCCNC(=O)N1CC2(CN(CC3CC3)C2)c2c(n(C)c3cc(OC)ccc23)[C@H]1CO,-1,0.2,2.5,5,-9,-4,-3,x
CCc1ccccc1NC(=O)CC(=O)Nc1ccccc1CC,7,0.2,1.1,-4,7,10,-3,-10
C=C1C(=O)OC2/C=C(/C)CC/C=C(/C)CCC12 (stereo not drawn),2,x,6.2,98*,13,x,1,x
CC1=CC(=C2C=CC(=O)C=C2)C=C(C)N1C,-3,0.0,2.6,1,-3,-11,1,x

# An excerpt from above, reduced to DENV2 CPE and EWS-Fli block:
Structure	DENV2 CPE	EWS-Fli block
CC(C)CC(=O)Nc1nnc(S(=O)(=O)N2c3ccccc3CC2C)s1 (stereo not drawn)	-5	8
Cc1ccc(C)c(NC(=S)N(C2CCCCC2)C(C)c2cccnc2)c1 (stereo not drawn)	-1	1
CN(C)c1ccc(-c2csc(C(O)c3ccccc3)n2)cc1 (stereo not drawn)	-11	-95

# Going on with the list.
SMILES,EWS-Fli block,XiGFP reactiv,CFTR F508del cor,PAX8 reporter,DENV2 CPE,GSIS activator,ERp5 block,ARNT TACC3 PPI
COc1ccc(NC(=O)Nc2ccc3c(c2)C(=O)N([C@H](C)CO)C[C@@H](C)[C@H](CN(C)C(=O)Nc2cccc4ccccc24)O3)cc1,1,0.3,-0.7,0,-4,8,-3,-1
COc1ccc(CCNC(=O)C2CCC(=O)N2S(=O)(=O)c2ccc(C)cc2)cc1 (stereo not drawn),-5,0.3,-0.6,12,3,-14,0,-9
CCOC(=O)c1c(NC(=O)COC(=O)c2cnccn2)sc(C)c1C,8,-0.1,3.1,-5,5,-2,-5,1
COc1ccc(S(=O)(=O)N2CCCCC2)cc1NC(=O)c1ccc(Cl)nc1,-1,0.0,-3.3,12,-7,12,4,-3
COCC(=O)N1[C@H](CO)[C@@H](c2ccccc2)[C@@H]1CN(C)C(=O)c1ccncc1,20,0.1,1.8,-8,-4,-8,7,-6
CCc1nc(SCC(=O)NNC(=O)c2ccc(C)cc2)c2ccccc2n1,8,0.0,1.7,5,6,4,0,1
Cc1ccc(O)c(CNc2cccc(C)n2)c1,-16,0.0,-0.3,-5,6,x,6,0
C[C@H]1CN([C@@H](C)CO)S(=O)(=O)c2ccc(-c3ccccc3)cc2O[C@@H]1CN(C)C(=O)C1CCC1,1,-0.9,0.5,x,x,-9,x,x
Cc1ccc(C(=O)OCC(=O)NCc2cccc(Cl)c2)cc1S(=O)(=O)N1CCCCC1,6,0.0,2.4,11,0,3,1,-4
O=[N+]([O-])c1ccccc1C=NN1CCCCCC1,-31,-0.1,0.5,-2,6,x,-2,x
C/C(=N/NC(=O)c1nnn(-c2nonc2N)c1-c1ccccc1)c1ccncc1,-15,0.3,-0.2,-4,20,21,0,-10
CCOC(=O)c1nn(-c2ccc(C)cc2)c(=O)cc1OCC(=O)Nc1cccc(C)c1,-4,0.0,-1.3,-10,0,-3,3,0
NC(=S)N/N=C/c1ccc2cccc(OCc3ccccc3)c2n1,11,0.1,0.3,19,2,8,2,-1
O=C(Nc1cccc(C(=O)N2CCCCC2)c1)C1CC1,3,-0.1,-0.3,1,1,12,-1,-7
Cc1cc(CNC(=O)c2cccc3c2C(=O)c2ccc(-c4ccc(F)cc4OCc4ccccc4)cc2S3(=O)=O)c(C(F)(F)F)o1,4,-0.3,-1.3,9,11,-8,3,1
O=C(C[C@@H]1CC[C@H](NC(=O)Nc2ccc(C(F)(F)F)cc2)[C@@H](CO)O1)NCCN1CCCC1,-3,-0.2,-1.3,11,1,7,3,6
N#CCCN(Cc1cccs1)C(=O)Nc1ccc(F)cc1,2,0.0,1.8,5,1,30,3,-8
C[C@@H]1CN([C@H](C)CO)C(=O)c2c(c3ccccc3n2C)-c2ccccc2CO[C@H]1CN(C)S(=O)(=O)c1ccsc1,-11,-0.6,2.0,31,-1,-4,-7,6
COc1ccc(C(=O)CN2C(=O)c3ccccc3S2(=O)=O)cc1,87*,-0.1,0.6,93*,0,22,2,x
COCC(=O)n1nc(-c2ccccc2)nc1NCc1cccs1,-52,0.2,-0.9,-77,x,-9,3,-4
CC(=O)N1c2ccc(F)c(F)c2C[C@H]1C,-9,0.3,1.5,5,-10,-5,2,26
C(/C=C/c1ccccn1)=C\c1ccccc1,-78,0.1,-3.2,-156,6,9,4,-1
COc1ccc2c3c([nH]c2c1)[C@@H](CO)N(CC1CC1)CC31CN(C(=O)C2CCOCC2)C1,-9,0.3,1.2,5,-13,10,-17,x
O=C(COC(=O)c1ccc(Br)o1)NCc1ccc(F)cc1,-17,-0.1,0.8,-6,-2,3,2,10
CC(C)[C@@H](C(=O)NC1CCCC1)N1C(=O)N2CCc3c([nH]c4ccccc34)[C@@]2(C)C1=O,-3,x,-0.2,x,-7,9,10,0
COc1ccc(Cl)cc1NS(=O)(=O)N1CCOCC1,-6,0.1,-3.9,x,4,31,5,x
CN(CC(=O)Nc1ccccc1Cl)C(=O)CSc1nnc(-c2ccco2)o1,4,0.0,-0.8,4,-2,-9,-2,-9
Cc1ccccc1NC(=O)CCC(=O)N/N=C/c1ccc(F)cc1,7,0.0,-1.9,11,-1,9,0,-3
COc1ccc(N2C(=O)C(CC(=O)Nc3ccc(Cl)cc3)N(NC(=O)c3cccc(F)c3)C2=S)cc1 (stereo not drawn),-7,0.2,2.6,-2,13,-41,-1,0
CC1CCN(c2ccc(-c3ccc(NC(=O)c4ccco4)cc3)nn2)CC1,-67,0.3,-3.8,-90,0,1,-3,-2

# Arranged by molecular weight (largest number first): part of the list above
SMILES,EWS-Fli block,XiGFP reactiv,CFTR F508del cor,PAX8 reporter,DENV2 CPE,GSIS activator,ERp5 block,ARNT TACC3 PPI
COc1ccc(N2C(=O)C(CC(=O)Nc3ccc(Cl)cc3)N(NC(=O)c3cccc(F)c3)C2=S)cc1 (stereo not drawn),-7,0.2,2.6,-2,13,-41,-1,0
CC1CCN(c2ccc(-c3ccc(NC(=O)c4ccco4)cc3)nn2)CC1,-67,0.3,-3.8,-90,0,1,-3,-2
O=C(COC(=O)c1ccc(Br)o1)NCc1ccc(F)cc1,-17,-0.1,0.8,-6,-2,3,2,10
CC(=O)N1c2ccc(F)c(F)c2C[C@H]1C,-9,0.3,1.5,5,-10,-5,2,26
C(/C=C/c1ccccn1)=C\c1ccccc1,-78,0.1,-3.2,-156,6,9,4,-1

# Returning to the listing, starting 2 compounds before the break.
SMILES,EWS-Fli block,XiGFP reactiv,CFTR F508del cor,PAX8 reporter,DENV2 CPE,GSIS activator,ERp5 block,ARNT TACC3 PPI
COc1ccc(N2C(=O)C(CC(=O)Nc3ccc(Cl)cc3)N(NC(=O)c3cccc(F)c3)C2=S)cc1 (stereo not drawn),-7,0.2,2.6,-2,13,-41,-1,0
CC1CCN(c2ccc(-c3ccc(NC(=O)c4ccco4)cc3)nn2)CC1,-67,0.3,-3.8,-90,0,1,-3,-2
NC(Cc1ccccc1)c1csc(Nc2ccc(C(=O)NCCCO)cn2)n1 (stereo not drawn),-1,-0.1,-1.6,-14,-10,14,-1,x
Cc1cc(=O)[nH]c(N/N=C/C2=C(N3CCOCC3)C(=C\c3ccc(Cl)cc3)/CC2)n1,-10,-0.1,x,-3,4,-13,1,24*
Cc1ccccc1-c1nnn(Cc2ccc(-c3nn[nH]n3)cc2)n1,10,-0.1,0.4,0,10,32,-70,13
CO[C@H]1CN(C)C(=O)c2cc(NC(C)=O)ccc2OC[C@H](C)N(Cc2ccc(F)cc2)C[C@@H]1C,9,-0.2,-0.6,x,0,13,-1,-7
Cc1ccc(S(=O)(=O)N(C)c2ccc(OC(=O)c3cccs3)cc2)cc1C,-6,2.3,3.6,1,-3,28,-3,-1
CCC(=O)N(C)C[C@@H]1[C@@H](c2ccc(C3=CCCCC3)cc2)[C@H](CO)N1C(=O)CC,4,0.4,-0.5,-9,-3,-1,x,3
CCC(NC(=O)Cc1cccs1)c1ccccc1 (stereo not drawn),-2,0.2,-5.1,6,-2,3,0,-3
CCC(=O)N1CCC2(CC1)CN(Cc1ccc(Cl)cc1)[C@@H](CO)c1[nH]c3cc(OC)ccc3c12,27,0.0,2.9,x,6,10,-7,x
C[C@@H]1CN([C@H](C)CO)C(=O)c2cc(NC(=O)Nc3cccc4ccccc34)ccc2O[C@@H](C)CCCCO[C@@H]1CN(C)S(=O)(=O)c1ccc(Cl)cc1,-5,0.2,-3.0,-15,-10,26,-3,1
O=S(=O)(CS(=O)(=O)c1ccc(Cl)cc1)c1ccc(Cl)cc1,0,0.0,0.0,1,-3,14,5,-1
COc1ccc2ccc(OCC(=O)Nc3cc(C)on3)cc2c1,0,-0.1,1.0,-16,u,7,4,x
C[C@@H]1CN([C@H](C)CO)C(=O)c2cc(NS(=O)(=O)c3ccc(F)cc3)ccc2O[C@@H](C)CCCCO[C@@H]1CN(C)S(=O)(=O)c1cn(C)cn1,-8,0.0,1.3,26,-16,7,1,3
C[C@H]1CN([C@@H](C)CO)C(=O)Cc2cc(NC(=O)Cn3cnnn3)ccc2O[C@@H]1CN(C)S(=O)(=O)c1cccs1,-4,0.0,2.6,-1,0,15,-4,x
COc1ccc(C(=O)Nc2ccccc2C(=O)O)cc1Cl,-103,0.6,x,-216,1,0,-2,x
C[C@H](CO)N1C[C@H](C)[C@@H](CN(C)C(=O)Nc2ccc(C(F)(F)F)cc2)Oc2ccc(N(C)C)cc2CC1=O,-1,0.1,2.0,13,x,-29,-1,2
O=c1sc2ccccc2c(N2CCCCC2)c1[N+](=O)[O-],2,-0.1,0.2,6,-1,x,3,1
